# PLK1 PBD block: blocks phosphopeptide binding to human PLK1 polo-box domain; P53350; Plk1 PBD binding of FITC phosphopeptide, fluorescence polarization; Potency, µM, without a hit: max response, negative = inhibition, most hits filed as inhibitors; actives 2.8% (n = 360,000); AID 720504; further: potency means the concentration at half of the fitted maximal effect; series mostly up to about 57 µM; on the % scale 0 is the no-effect control and ±100 the full control effect; nearly all actives have a fitted effect of over 65% in size
# PI5P4Ka inh: inhibitors of human PI5P4K alpha | P48426 | PI5P4Kalpha enzyme, ADP-Glo luminescence, 60 min; hits give low values | max response, % | actives 1.2% (n = 330,000) | AID 652105; active means max response of -50% or lower; inconclusive means between -30% and -50%; inactive means -30% or higher; further: value at the top dose of about 77 µM; on the % scale 0 is the no-effect control and ±100 the full control effect
#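 Quantitative HTS of the MLSMR library against PI5P4Kalpha with substrate. ATP added last at 5 microM final; room temperature, 60 minutes. Remaining ATP depleted, ADP converted and read as luminescence.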
# Abeta yeast res: restores growth of yeast expressing A-beta42 peptide. Potency, µM (titrated, usually from 46.1 µM), for the others: at the top dose growth rescue, hits mostly activators. actives 0.063% (n = 410,000). yeast expressing A-beta42, growth rescue, OD600, 48 h; response scale: 0% DMSO, 100% iron-clioquinol control. AID 1347071; further: potency means the concentration at half of the fitted maximal effect; nearly all actives have a fitted effect of over 55% in size
#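 Yeast A-beta toxicity model in growth medium with pinned compounds, 48 h at 30 C; growth read as absorbance at 600 nm. Normalized to FeCl3/clioquinol equimolar mix (positive) and DMSO (negative).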
# FUS suppressor: FUS proteinopathy suppression in yeast; S. cerevisiae FUS-expressing, growth rescue, OD600, 24 h; Potency, µM (doses to about 76.6 µM), without a hit: at the top dose growth rescue (activation), most hits filed as activators; actives 0.24% (n = 390,000);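 further: potency means the concentration at half of the fitted maximal effect; plate controls were DMSO vehicle for no effect and reference control for full effect; nearly all actives have a fitted effect of over 55% in size; some results filed as inactive show a strong effect at the top dose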
#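 Yeast FUS proteinopathy model; galactose-induced FUS (2%), starting OD 0.005. Cpds in dilution series, 24hr, 30C, 99% humidity. Abs 600 nm growth. Pos ctrl CP55940 (top 92uM final); neg ctrl DMSO.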
# WRN helicase inh: WRN helicase (human) inhibition. Q14191. WRN helicase unwinding, fluorescent forked duplex, kinetic. Potency, µM (titrated, usually from 114 µM), for inactives: at the top dose activity change, negative = inhibition, actives largely listed as inhibitors. actives 0.46% (n = 360,000). AID 651768; further: potency means the concentration at half of the fitted maximal effect; on the % scale 0 is the no-effect control and ±100 the full control effect; nearly all actives have a fitted effect of over 55% in size
#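 WRN at 20 nM final preincubated with compound 15 min at room temperature; reaction started with 100 nM fluorophore/quencher forked duplex oligonucleotide and 2 mM ATP final. Unwinding followed kinetically by red fluorescence (ex 525, em 598 nm).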
# EPAC1 ag: activates human EPAC1 exchange factor; O95398; Potency, µM (top dose mostly 154 µM), for inactives: top-dose activation, usual class: activators; EPAC1 agonist qHTS, biochemical assay; response scale: 100% = response to 6.5 mM cAMP; AID 720707; actives 0.073% (n = 360,000); further: potency means the concentration at half of the fitted maximal effect; nearly all actives have a fitted effect of over 60% in size
# Target sequence (O95398 whole entry, looked up): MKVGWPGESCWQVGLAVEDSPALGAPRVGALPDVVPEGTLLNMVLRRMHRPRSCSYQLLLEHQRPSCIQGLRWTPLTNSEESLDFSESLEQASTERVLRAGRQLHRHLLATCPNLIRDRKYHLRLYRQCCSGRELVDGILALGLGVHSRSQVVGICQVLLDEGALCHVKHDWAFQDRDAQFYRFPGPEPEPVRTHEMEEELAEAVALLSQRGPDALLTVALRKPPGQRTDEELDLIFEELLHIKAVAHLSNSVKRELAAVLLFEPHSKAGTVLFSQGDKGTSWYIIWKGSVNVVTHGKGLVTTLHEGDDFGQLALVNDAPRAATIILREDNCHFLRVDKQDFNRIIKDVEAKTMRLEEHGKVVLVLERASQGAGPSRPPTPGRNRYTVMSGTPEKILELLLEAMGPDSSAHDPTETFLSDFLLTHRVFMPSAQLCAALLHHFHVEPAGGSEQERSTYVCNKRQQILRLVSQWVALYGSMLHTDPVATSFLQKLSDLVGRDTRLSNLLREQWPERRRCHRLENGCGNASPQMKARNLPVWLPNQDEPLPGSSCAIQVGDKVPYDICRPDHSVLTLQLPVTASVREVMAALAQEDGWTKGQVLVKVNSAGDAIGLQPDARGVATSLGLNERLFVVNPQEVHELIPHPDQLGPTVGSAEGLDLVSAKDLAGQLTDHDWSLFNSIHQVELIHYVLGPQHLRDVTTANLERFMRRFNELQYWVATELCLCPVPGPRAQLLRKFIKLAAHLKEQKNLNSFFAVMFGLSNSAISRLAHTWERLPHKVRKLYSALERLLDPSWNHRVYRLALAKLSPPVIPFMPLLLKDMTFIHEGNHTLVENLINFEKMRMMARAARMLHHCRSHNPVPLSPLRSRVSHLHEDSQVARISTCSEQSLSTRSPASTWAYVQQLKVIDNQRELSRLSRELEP
#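 Read-out is the fluorescence drop as BODIPY-GDP leaves Rap1B (480 nm excitation, 540 nm emission), recorded every 5 minutes over 30 minutes. Reactions held 100 nM EPAC1, 250 nM Rap1B–BODIPY-GDP and 50 uM GDP, with 6.5 mM cAMP setting full activation.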
# IL-2 act: IL-2 activation | IL-2 activation reporter assay, cell-based qHTS; stimulated with anti-CD3/CD4/CD28 beads; in transgenic mouse T cells | AID 652025 | actives 0.065% (n = 360,000) | activation, % (series mostly up to about 46 µM); in the data active means activation above about 50%; inconclusive means mostly about 30% to 49%; further: 0% is about no effect
#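 EGFP and DsRed fluorescence is measured by plate cytometry in unstimulated transgenic mouse T cells exposed to compound for 60 minutes, then stimulated 18 hours at 37 degrees C with anti-CD3/anti-CD4 beads plus anti-CD28.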
# EPAC1 antag: EPAC1 (human) antagonism | EPAC1 GEF assay, Rap1b-BODIPY-GDP exchange fluorescence | actives 0.14% (n = 360,000) | O95398 | Potency, µM (series often up to 115 µM), without a hit: at the top dose activity change, negative = inhibition, usual class: inhibitors | AID 720709;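 further: potency means the concentration at half of the fitted maximal effect; plate controls were vehicle for no effect and positive control for full effect; nearly all actives have a fitted effect of over 50% in size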
# Active calls of the source: *; ? = inconclusive; nt = no result given; [ ] = dose if it differs, or a comment. Unless noted, the call rests on the fitted dose curve; in most records, active means well fitted curve in the direction sought with a large enough effect; inconclusive means small, poorly fitted or top-dose-only effect, or another doubt; inactive means no such curve, though single readings can be large; an effect the other way counts as inactive or inconclusive.
# Start of the listing, in advance, 3 compounds:
SMILES,PLK1 PBD block,PI5P4Ka inh,Abeta yeast res,FUS suppressor,WRN helicase inh,EPAC1 ag,IL-2 act,EPAC1 antag
CC(=O)c1ccc(Cc2cnc(N)s2)cc1,-2%,0,17%,-4%,-14%,0%,-0.5,0%
CC(=O)Oc1ccc(/C=N/NS(=O)(=O)c2ccc(C)cc2)c(OC(C)=O)c1,-11%,-1,10%,5%,-5%,12%,0.7,6%
O=C1C(C=NCc2ccco2)=C(O)c2ccccc21,-19%,-21,-10%,39%,-10%,2%,0.0,-21%

# Results, from the first entry:
SMILES,PLK1 PBD block,PI5P4Ka inh,Abeta yeast res,FUS suppressor,WRN helicase inh,EPAC1 ag,IL-2 act,EPAC1 antag
CC(=O)c1ccc(Cc2cnc(N)s2)cc1,-2%,0,17%,-4%,-14%,0%,-0.5,0%
CC(=O)Oc1ccc(/C=N/NS(=O)(=O)c2ccc(C)cc2)c(OC(C)=O)c1,-11%,-1,10%,5%,-5%,12%,0.7,6%
O=C1C(C=NCc2ccco2)=C(O)c2ccccc21,-19%,-21,-10%,39%,-10%,2%,0.0,-21%
COc1ccc(CCNC(=O)c2[nH]c(C)c(C(C)=O)c2C)cc1OC,-5%,0,5%,7%,0%,-9%,-0.7,7%
O=C(CN1CCN(S(=O)(=O)c2ccc(Br)cc2)CC1)Nc1ccc2c(c1)OCO2,-10%,4,?,31%,-1%,29%,0.5,2%
COc1ccc(NS(=O)(=O)c2ccc(C)c(NC(=O)C3CCCO3)c2)cc1 (centres undefined),-6%,-8,20%,4%,-29%,-5%,1.2,-11%
CS(=O)(=O)c1ccc(Cl)c(NC(=O)CCCSc2ccccc2)c1,1%,1,10%,-18%,-3%,-5%,0.1,2%
CN(C)C(=O)N1CCC(C(=O)NCc2ccccc2Cl)CC1,-8%,nt,-12%,1%,-9%[57.1 µM],3%,-2.9,22%
CC(C)C(NC(=O)C1CCCCC1)C(=O)NC1CCCC(C)C1C (centres undefined),-7%,4,5%,17%,9%,10%,3.4,-1%
O=[N+]([O-])c1ccc(Nc2ccccc2F)nc1,8%,2,-42%[inhibitor],-9%,-6%,4%,0.3,1%
Cc1ccc(C)c(N2CCN(C(=O)c3csc(C)c3C)CC2)c1,-9%,-5,?,7%,-1%,8%,-3.9,-8%
NC1=C([N+](=O)[O-])C(c2ccccc2)C2=C(CCCC2=O)O1 (centres undefined),-8%,-1,-5%,-42%,4%,1%,1.2,-6%
COc1ccccc1C(=O)NCCC(=O)NCCCSc1ccccc1,-5%,-7,-1%,nt,7%,6%,0.0,1%
Cc1nc(N)sc1N=Nc1ccc(F)cc1,-3%,nt,-29%,?,-15%,11%,-0.7,-5%
O=C(NCCNc1ccc([N+](=O)[O-])cc1)c1cccc(Br)c1,-1%,4,9%,10%,-1%,-9%,9.3,-3%
C[C@@H]1Cn2cnc(C(=O)NCc3ccc(CNC(=O)OC(C)(C)C)cc3)c2C(=O)N1,-7%,-2,0%,-14%,1%,5%,0.7,0%
O=C(COc1ccc(Br)cc1)Nc1ccccc1C(=O)N1CCOCC1,-5%,3,-15%,nt,-26%,10%,0.4,-3%
O=C(Nn1nnnc1Nc1ccccc1)C12CC3CC(CC(C3)C1)C2,-2%,6,0%,7%,-9%,5%,0.6,-18%
Cc1nnc(SCC(=O)Nc2sccc2C(N)=O)s1,-18%,?,6%,16%,-6%,9%,-0.3,10%
COCCN(C(=O)COC(=O)/C=C/c1ccc(C(F)(F)F)cc1)c1c(N)n(Cc2ccccc2)c(=O)[nH]c1=O,-13%,-3,-15%,11%,?,-27%,0.3,7%
CN(C(=O)CCNC(=O)Cn1cnc2ccccc2c1=O)c1ccc(Br)cc1,0%,1,-1%,-1%,-1%,1%,3.1,-13%
COc1ccc(CCN2C(=O)CCC2(C)C(=O)NCc2cccnc2)cc1OC (centres undefined),-14%,nt,-4%,?,-3%,8%,-0.9,-7%
NC(=O)N/N=C/c1ccc(-c2ccc(S(=O)(=O)Nc3ncccn3)cc2)o1,-8%,-12,3%,16%,-7%[11.6 µM],4%,-0.6,-4%
c1ccc2c(SCc3cn4ccccc4n3)nncc2c1,-6%,0,0%,15%,10%,-1%,-0.3,-1%
O=C(CSc1ncn[nH]1)N1CCCCC1,-1%,2,-4%,7%,-5%,-4%,0.6,-10%
Cc1cc(C(=O)OCC(=O)NCc2ccco2)c(C)n1-c1ccccc1,-15%,?,-15%,28%,-17%[57.1 µM],-2%,-2.3,-19%
Cc1ccc(S(=O)(=O)NCCCNS(C)(=O)=O)cc1,-2%,nt,22%,9%,0%,3%,0.2,5%
CC(C)NC(=O)c1onc(CSc2ccc(Cl)cc2)c1C(=O)O,-9%,-8,0%,-19%,0%,5%,1.1,-4%
CCCCNC(=O)c1ccc2c(c1)ncn2C1CCCC1,-9%,nt,4%,17%,10%,7%,0.4,2%
CCOc1ccc(-c2cc(CCCC(=O)Nc3cccc(OC)c3)no2)cc1,-14%,0,-4%,8%,-3%,-28%,-2.6,-17%
COc1cccc(CN(C)C(=O)c2cc(S(=O)(=O)N3CCCC3)ccc2C)c1OC,-6%,-5,2%,17%,0%,-4%,1.7,-3%
COc1ccccc1OCC(=O)Nc1ccccc1C(=O)N1CCCC1,-8%,-4,-22%,-9%,-1%[57.1 µM],-1%,1.0,4%
C[n+]1c2n(c3ccccc31)N=C(c1ccc(Br)cc1)CS2,-12%,nt,0%,16%,-14%,1%,-2.7,-1%
CCOc1nc(Nc2ccccc2F)nc(OCC)n1,-15%,-2,-21%,-10%,10%,-1%,0.7,-15%
NC(=O)c1ccccc1N/C=C/C(=O)c1ccc(Cl)cc1,-7%,0,-79%[inhibitor],24%,-5%,-7%,0.9,-19%
O=C(Nc1ccc(Cl)c(Cl)c1)c1cccnc1,3%,2,3%,-24%,2%,-5%,-0.8,1%
CCOc1ccc(N(CC(=O)NCc2ccco2)S(=O)(=O)c2ccc(OC)c(OC)c2)cc1,-1%,-2,4%,12%,-2%,0%,-0.4,-8%
CNC(=O)C1(C)Cc2c(-c3ccc4c(c3)OCO4)ccnc2O1 (centres undefined),0%,5,-11%,-11%,2%,-20%,0.2,-7%
Cc1ccc(Cc2c(C3CCCCC3)nc3ccc(Br)cn23)cc1,-9%,-11,6%,-8%,-6%,9%,-0.8,-6%
COC(=O)c1ccc(NS(=O)(=O)c2ccc3c(c2)n(C)c(=O)n3C)cc1,-2%,-1,12%,15%,-10%,3%,-0.8,1%
CC(=O)N1CCc2cc(S(=O)(=O)NCCC(=O)N3CCc4ccccc4C3)ccc21,-7%,nt,-13%,10%,0%,2%,-0.5,-1%
CCCCS(=O)(=O)N1CCCC(C(=O)Oc2ccccc2OC)C1 (centres undefined),-4%,8,9%,15%,-1%,-1%,-0.1,-17%
CN(CC(=O)Nc1ccccc1C(F)(F)F)C(=O)c1ccccc1Sc1ccccc1C#N,-10%,2,8%,23%,-5%,-14%,-0.2,-23%
CCOC(=O)C1=C(O)C(=O)N(c2ccc(S(N)(=O)=O)cc2)C1c1ccc([N+](=O)[O-])cc1 (centres undefined),30µM*,-16,13%,22%,-2%,-1%,-1.8,-27%
COc1ccc(-c2cc(C(=O)N3CCN(C(c4ccccc4)c4ccccc4)CC3)no2)cc1,-27%,nt,7%,40%,-11%,12%,2.9,-9%
O=C1C2C3C=CC(CC3)C2C(=O)N1/N=C/c1ccco1 (centres undefined),-10%,0,-12%,0%,-2%,14%,0.8,-10%
CCn1c(SCC(=O)NNC(=O)c2ccccc2)nnc1-c1ccco1,-12%,-2,4%,11%,5%,1%,-3.3,4%
NC(=O)COC(=O)c1ccc(S(=O)(=O)N2CCCCCC2)cc1,-1%,3,6%,-6%,4%,1%,0.0,-9%
c1ccc(C[C@H]2CN=C(Nc3ccccc3)N2CCC2CCCC2)cc1,-4%,-2,3%,-15%,4%,-2%,-0.5,0%
c1c2c(cc3sc(N4CCCCC4)nc13)OCO2,?,0,-15%,11%,-25%,5%,0.3,-11%
CC(O)Cc1cn([C@@H](CCCCN)C(=O)N2CCNCC2)nn1 (some centres undefined),4%,-2,-7%,-15%,7%,6%,0.1,-6%
O=c1[nH]cnc2c1nc(SCc1ccccc1)n2C1OC(CO)C(O)C1O (centres undefined),2%,-5,10%,10%,-7%,-1%,-1.1,4%
O=C(O)c1ccc(S(=O)(=O)N(Cc2cccs2)CC2CCCO2)cc1 (centres undefined),-19%,2,10%,-22%,1%,6%,-1.7,16%
O=C(Nc1cc(F)cc(F)c1)c1sc(Cl)nc1-c1ccccc1,2%,6,2%,-9%,-21%[57.1 µM],9%,1.2,15%
CC(=O)c1cccc(N(CC(=O)N2CCOCC2)S(C)(=O)=O)c1,-4%,nt,?,18%,-16%,-4%,-1.4,6%
Cc1ccc2oc(=S)n(C)c2c1,-14%,2,-1%,nt,-18%,-3%,-4.6,-20%
CC(=O)/C(=N/Nc1ccccc1C)N1CCOCC1,-13%,-2,-2%,-5%,-13%,-2%,2.9,-8%
Cc1ccc(S(=O)(=O)CCC(=O)NCc2ccccc2F)cc1,-8%,-12,-1%,11%,11%,-5%,-1.2,2%
CCOc1ncccc1C(=O)OCc1cn2cc(Cl)ccc2n1,-13%,-1,0%,15%,-7%,-3%,-1.0,4%
COC(=O)CNC(=O)C(NC(=O)c1ccc(Cl)cc1)C(C)C (centres undefined),-5%,nt,-7%,23%,-4%,4%,-3.0,12%
# Going on with the list.
SMILES,PLK1 PBD block,PI5P4Ka inh,Abeta yeast res,FUS suppressor,WRN helicase inh,EPAC1 ag,IL-2 act,EPAC1 antag
CCOc1ccc(C(C)=O)cc1CSc1nnc(-c2ccncc2)n1CCOC,4%,-6,-2%,25%,-1%[57.1 µM],5%,-2.2,-27%
CC(C)N(Cc1ccccc1)C(=O)CC(=O)N(Cc1ccccc1)C(C)C,-4%,8,-4%,7%,-1%,-2%,-0.4,14%
Cc1cccc(CC(=O)Nc2ccc(C(=O)N3CCOCC3)cc2)c1,-8%,0,5%,nt,-27%,0%,0.7,-8%
Cc1ccc(C2(C)NC(=O)N(CC(=O)Nc3ccc(N4CCOCC4)cc3N3CCOCC3)C2=O)cc1 (centres undefined),2%,3,-3%,nt,3%,-12%,-0.1,2%
CC1CCN(C(=O)c2ccc(NS(=O)(=O)c3ccccc3)cc2)CC1,-2%,5,?,8%,-12%,-1%,3.9,20%

# Compound activity: PubChem, National Center for Advancing Translational Sciences (NCATS)
